TRPML3 ag: human TRPML3 channel agonists, primary screen, cell-based, HEK293 TRPML3-YFP, Fluo-8 calcium fluorescence, 3 µM | Mucolipin-3 (Homo sapiens), Q8TDD5 | AID 1448, 2008 | activation, % at 3 µM | actives 0.29% (n = 220,000) | 100% = the carbachol control signal;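 active = activation above its plate's cutoff, the mean activation of the plate's test wells plus 3 SD, cut at about 12% in these data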;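 note: 0% = DMSO only wells and 100% = carbachol wells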
Target sequence (Q8TDD5 whole entry, looked up): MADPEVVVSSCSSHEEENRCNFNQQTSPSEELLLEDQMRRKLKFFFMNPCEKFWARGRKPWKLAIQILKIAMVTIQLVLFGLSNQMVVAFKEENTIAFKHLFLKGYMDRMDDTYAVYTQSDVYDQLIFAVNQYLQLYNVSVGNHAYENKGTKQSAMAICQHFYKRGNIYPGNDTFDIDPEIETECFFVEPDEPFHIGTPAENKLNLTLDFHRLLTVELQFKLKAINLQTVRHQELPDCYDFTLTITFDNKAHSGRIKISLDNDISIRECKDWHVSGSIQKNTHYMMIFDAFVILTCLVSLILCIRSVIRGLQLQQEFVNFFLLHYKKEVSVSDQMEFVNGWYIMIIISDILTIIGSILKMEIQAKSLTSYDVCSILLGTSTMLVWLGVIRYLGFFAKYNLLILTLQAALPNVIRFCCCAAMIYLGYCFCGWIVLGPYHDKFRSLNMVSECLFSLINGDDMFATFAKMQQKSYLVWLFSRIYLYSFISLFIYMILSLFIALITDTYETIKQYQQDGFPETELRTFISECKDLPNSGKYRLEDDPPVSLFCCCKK
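Material: HEK293 cells stably carrying human TRPML3-YFP; compound dosing: single dose, 3 µM final nominal compound, 0.3% DMSO final; incubation: 1-h 37 °C dye load, 5-s basal, 120-s post-compound reads; technique: Fluo-8 intracellular calcium fluorescence, excitation 470-495 nm, emission 515-575 nm; read-out basis: percent activation from peak-to-basal fluorescence ratio, scaled between DMSO and carbachol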
Wee1 stabilizer: Wee1 degradation inhibitors, primary screen, cell-based, HeLa, Wee1K328M-luciferase, luminescence; HeLa Luc-Wee1K328M stability; 100% = proteasome inhibitor MG132 effect; reporter increase, % at 5 µM; actives 1.2% (n = 220,000); AID 1321, 2008;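 active = activation above the mean of all tested compounds plus 3 SD, set per screening run, cut at about 8.8% in these data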;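 note: cells exposed to compound for 20 h before luminescence read; 0% = DMSO alone and 100% = MG132 at 30 µM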
PPC-1+TRAIL kill: compounds killing PPC-1 cancer cells with TRAIL present, primary screen, TRAIL potentiator project, ATPLite luminescence, uHTS; actives 0.41% (n = 220,000); AID 1443, 2008; cell killing (% activity), % at 4 µM; PPC-1 cells + TRAIL, ATPLite viability luminescence;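 active = cell killing above 50% in the first pass at 4 µM, then a duplicate retest at 5 µM averaging 50% or more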;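 note: plate controls were cells with TRAIL plus DMSO for no effect and medium-only wells lacking cells for full effect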
zfTRPN1 agonist: zebrafish TRPN1 channel agonists, primary screen, cell-based, HEK293, calcium fluorescence. HEK293 zebrafish TRPN1-YFP, Fluo-8 calcium fluorescence; 100% = response to 87 µM carbachol. activation, % at 3 µM. actives 0.18% (n = 220,000). AID 1424, 2008;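 active = activation above its plate's cutoff, the mean activation of test wells on that plate plus 3 SD, cut at about 19% in these data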;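 note: 0% = DMSO alone and 100% = 87 µM carbachol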
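Control set: carbachol 87 µM as high control, DMSO as low control; system: HEK293 stable line with zebrafish TRPN1-YFP; read-out: % activation versus carbachol response; detection: intracellular calcium fluorescence with Fluo-8; doses: single test compound dose, 3 µM nominal, 0.3% DMSO; schedule: dye 1 h 37 °C plus 30 min RT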
TNF necrop inh: inhibitors of TNF-alpha triggered necroptosis, primary screen, cell-based, Jurkat FADD-/-, single concentration; Jurkat FADD-/- TNF necroptosis rescue, ATP luminescence, 24 h; 0 = TNF only, 100 = no-TNF cells; actives 0.068% (n = 220,000); activation (protection from cell death), % at 10 µM;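 active = activation, meaning protection from cell death, of at least 50% relative to plate controls; inactive = activation below 50%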;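 note: necroptosis triggered by 40 ng/mL TNF-alpha added together with compound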
Ba/F3 V617F tox: reduced viability of JAK2V617F-dependent Ba/F3 cells, primary screen, JAK2V617F inhibitor project, cell-based, Ba/F3 EpoR-JAK2V617F, luminescence; ATP luminescence; inhibition, % at 5.6 µM; actives 1.1% (n = 220,000); AID 1446, 2008;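 active = inhibition above the campaign mean plus 3 SD over all tested compounds, cut at about 24% in these data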;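 note: cytokine-independent growth of Ba/F3 cells driven by EpoR plus mutant JAK2; 0% = DMSO-treated cells and 100% = JAK inhibitor I control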
RBBP9 inhibitor: human RBBP9 inhibitors, primary screen, biochemical, fluorescence polarization, FP-Rh probe, HTS | actives 0.2% (n = 220,000) | recombinant RBBP9 | AID 1515, 2009 | Serine hydrolase RBBP9 (Homo sapiens), O75884 | inhibition, % at 7.94 µM;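 active = inhibition above the campaign mean of all tested compounds plus 3 SD, cut at about 14% in these data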;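 note: plate controls were DMSO wells with RBBP9 for no effect and wells lacking RBBP9 protein for full effect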
Target sequence (O75884 whole entry, looked up): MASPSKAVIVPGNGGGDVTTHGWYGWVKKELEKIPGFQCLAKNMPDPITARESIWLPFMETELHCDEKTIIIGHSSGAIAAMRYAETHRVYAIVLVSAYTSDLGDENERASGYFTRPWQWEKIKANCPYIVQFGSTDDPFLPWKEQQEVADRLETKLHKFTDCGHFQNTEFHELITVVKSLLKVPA
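Test system – recombinant human RBBP9 · Input – RBBP9 2.5 µM in dispensing solution, pre-mixing · Medium – Tris buffer pH 8.0, NaCl, Pluronic · Schedule – preincubation 30 min plus labeling 45 min at 25 °C · Measured by – fluorescence polarization · Measure – % inhibition · Controls – DMSO and no-protein wells · Replicates – one well per compound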
BaF3 tox: parental Ba/F3 cell viability inhibition, counter-screen for JAK2V617F inhibitor project, murine pro-B, CellTiter-Glo luminescence. AID 1486, 2009. inhibition, % at 5.6 µM. CellTiter-Glo ATP luminescence. actives 1.1% (n = 220,000);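 active = inhibition above a per-campaign cutoff, the mean inhibition of all tested compounds plus 3 SD, cut at about 27% in these data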;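 note: 0% = DMSO wells and 100% = JAK Inhibitor I control wells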
CHOP inhibitor: inhibitors of CHOP promoter induction, primary screen, cell-based, unfolded protein response, luciferase reporter. actives 3.8% (n = 220,000). CHO-K1 CHOP-promoter luciferase, tunicamycin-induced, 15-18 h. AID 2732, 2010. inhibition, % at 10 µM;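 active = compounds that reduced the stress-induced luciferase reporter signal by more than about 70% of percent inhibition, limit read from the data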;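 note: 0% = tunicamycin plus vehicle and 100% = wells without tunicamycin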
Starred values were filed as active, the others as inactive; . = not tested or not shown.

Molecule	TRPML3 ag	Wee1 stabilizer	PPC-1+TRAIL kill	zfTRPN1 agonist	TNF necrop inh	Ba/F3 V617F tox	RBBP9 inhibitor	BaF3 tox	CHOP inhibitor
O=c1c2c(ncn2C2CCCC2)n(Cc2ccccc2)c(=O)n1CCOc1ccc(Br)cc1	0.2	-2	8	0.4	2.0	2	-9	11	59
COc1cccc(-c2nc(-c3ccc(NC(=O)Cc4ccccc4OC)cc3)no2)c1	0.4	-2	2	1.4	-3.6	-3	3	0	48
COc1cccc(-c2nnc(SCc3ccccn3)n2C)c1	0.4	2	31	0.0	1.6	0	-8	1	-24
CC(Sc1nc(-c2ccccc2)cc(C(F)(F)F)n1)C(=O)N1CCCCC1 (configuration not stated)	1.0	-3	9	-1.7	-0.6	-4	-6	1	39
CCn1c2ccccc2n2c(=O)c(=O)n(CC(=O)N3CCN(c4ccccc4OC)CC3)nc12	0.9	-1	.	0.1	0.0	3	-12	9	-3
Cn1c(=O)c2c(nc(SCC(=O)NCC3CCCO3)n2C)n(C)c1=O (configuration not stated)	0.3	0	34	0.1	0.5	-2	2	7	21
O=C(c1ccccc1)N1CCN(CC#Cc2ccccc2)CC1	1.1	2	14	1.3	-4.3	-2	-7	6	-16
O=C(CSc1ncnc2c1oc1ccccc12)NC1CCCCC1	0.7	-1	16	-0.2	0.3	-5	-9	4	-4
O=C(Cc1cccs1)N/N=C/C=C\c1ccco1	0.5	5	11	0.0	2.0	0	-7	1	-22
COc1cccc(C(=O)Nc2cccnc2)c1OC	0.6	-1	-9	0.8	-0.3	-1	-4	8	-1
Nc1nnc(Cc2ccc(Cl)c(Cl)c2)s1	1.1	0	7	0.2	-0.9	-5	-4	2	-7
CCOc1ccc(C(=O)NCc2ccncc2)cc1	0.5	-3	-3	0.5	-3.3	-3	-3	5	11
COc1ccc(OC)c(/C=C/C(=O)OCC(=O)Nc2cccc(C(C)=O)c2)c1	0.3	-2	16	0.0	-0.1	-1	-4	2	41
COc1ccc(-n2c(C)nc3c(cnn3-c3ccc(C)cc3)c2=O)cc1	1.7	-3	16	3.5	-7.1	5	-9	4	46
COc1ccc(NC(=S)NC(NC(=O)/C=C/c2ccccc2)C(Cl)(Cl)Cl)cc1 (configuration not stated)	-0.4	4	18	0.9	-6.0	6	-6	11	107*
C=CCOC(=O)C1=C(C)NC(SCC(=O)NC(=O)OCC)=C(C#N)C1c1cccnc1 (configuration not stated)	-1.3	3	-2	-0.2	1.2	3	-3	8	69
O=C1CC(c2cc(F)ccc2F)c2cc3c(cc2N1)CCC3 (configuration not stated)	0.5	1	10	-0.5	-5.5	3	-4	2	71*
COCCn1c(=O)c2cc3c(=O)n(CCOC)c(=O)c3cc2c1=O	0.9	1	-10	-0.7	-0.1	-1	8	4	49
Cn1cc(CN2CCN(Cc3ccccc3)C(CCO)C2)c(-c2ccccc2)n1 (configuration not stated)	0.3	-4	2	-0.1	0.3	-2	-11	5	3
CCCCOC(=O)c1sc2nc(N3CCOCC3)c3c(c2c1N)CC(C)(C)OC3	0.5	2	-4	0.5	3.3	-4	-2	-5	-13
O=c1oc(-c2ccco2)nc2c1cnn2-c1ccccc1	0.5	1	-2	1.1	-6.8	-2	-3	5	14
COc1ccc2c(c1)CCC1C2=NN(/C(C)=C\C(C)=O)C1c1ccc(F)cc1 (configuration not stated)	0.9	-2	24	0.7	-0.6	-2	-2	8	23
Cc1cc(C)n(C(=O)CCNC(=O)c2ccccc2Br)n1	0.6	1	2	0.3	0.4	-4	4	4	12
COC(=O)c1sc2cc(=O)n(-c3cccc(C(F)(F)F)c3)nc2c1O	0.2	0	-12	-0.4	0.3	-5	9	3	-1
C/C(=N\NC(=O)OC(C)(C)C)c1ccc(-n2ccnc2)cc1	-0.5	7	9	1.5	0.6	-1	4	5	3
CCc1cccc(C)c1NC(=O)c1ccoc1C	-0.2	0	8	-0.5	-5.0	0	-9	4	2
O=[N+]([O-])c1ccc(N2CCC(=NOCc3ccc(Cl)cc3)CC2)cc1	0.8	-3	21	0.5	-11	-4	-9	1	18
O=C(c1ccccc1)N1CCCCC(Sc2nnc3ccccn23)C1=O (configuration not stated)	0.7	-2	15	-0.5	0.1	1	-10	6	9
O=C(CN1CCOCC1)Nc1ccccc1Sc1ccc(Cl)cc1	-0.3	5	23	0.1	0.2	-2	-11	6	61
COc1ccc(C(=O)NCc2nnc(SCC(=O)N3CCCCC3)o2)cc1OC	1.0	0	5	-0.2	0.2	1	-6	12	20
O=C(Nc1cc(C(F)(F)F)ccc1N1CCOCC1)c1cn2ccccc2n1	0.4	-1	12	-0.2	-0.6	-2	-10	5	20
O=[n+]1c2c(n([O-])c3cc(Br)ccc31)CCCC2	-0.2	0	15	0.1	2.2	1	-8	3	-1
Cc1nn(-c2cc(N3CCCC3)ccc2[N+](=O)[O-])c(=O)c2ccccc12	-0.5	0	1	-0.3	-1.2	-2	6	2	40
O=C1NCCCN1Cc1ccc(F)cc1Cl	0.4	2	.	0.2	0.6	-2	-4	0	27
CC(C)(C)NC(=O)C1Cc2ccccc2CN1S(=O)(=O)c1ccc(F)cc1 (configuration not stated)	4.0	0	21	-0.9	1.0	-1	-10	7	6
CC(C)(C)NC(=O)CCN1CCOCC1	0.7	2	36	-1.9	1.2	-4	-5	-1	11
C=CCn1c(SCC(=O)Nc2sc3c(c2C#N)CCC3)nnc1C1COc2ccccc2O1 (configuration not stated)	0.0	3	0	-0.9	1.2	-4	-4	3	18
COc1ccccc1C(=O)NNC(=O)c1ccc(F)cc1	0.3	3	23	0.1	1.0	5	-8	7	-12
COc1ccc(/C=C/C(=O)N(C)c2ccccc2C(=O)O)cc1	-0.8	0	35	-0.8	-0.5	4	0	9	-3
Cc1ccccc1C(=O)OC(C)CN1CCN(C)CC1 (configuration not stated)	1.0	-1	-2	1.6	0.9	0	9	3	7
COC(=O)CSc1nc2ccccc2c(=O)n1C	-0.2	-1	16	-0.3	0.0	1	5	5	-4
CC(=C\c1ccccc1)/C=C1/SC(=S)N(C(C(=O)O)C(C)C)C1=O (configuration not stated)	0.0	4	28	-0.4	-0.4	-2	-2	2	4
NC(=S)N/N=C/c1ccc(C(F)(F)F)cc1	-0.5	2	-3	-0.1	-6.2	66*	-15	35*	-7
O=C1CCC(NC(=O)c2ccccc2)C(=O)N1 (configuration not stated)	0.2	-2	15	1.7	-1.3	-2	1	1	-8
COc1ccc(Oc2nccc(-c3ccccc3)c2C#N)cc1	0.4	-4	13	1.1	-1.3	1	-8	3	33
COc1cccc(Nc2nc(N)nc(C(F)(F)F)n2)c1	-1.2	1	11	-1.0	-3.8	4	0	6	24
CCOC(CNC(=O)CCc1c(C)nc2nc(C)nn2c1C)OCC	0.9	0	11	-0.3	0.3	-2	-9	2	14
CCOC(=O)c1cnn(-c2ncnc3c2cnn3Cc2ccccc2)c1N	0.1	7	.	0.6	0.6	0	-4	-1	.
CC(C)(C)OC(=O)Nc1ncnc2c1ncn2C1OC(CO)C2OC(C)(C)OC21 (configuration not stated)	0.5	0	-21	1.8	4.2	-2	1	1	-6
CCOC(=O)NN1C(=O)c2ccccc2NC1c1cccnc1 (configuration not stated)	0.5	4	.	0.3	0.3	-4	5	0	-2

Continuation:
Molecule	TRPML3 ag	Wee1 stabilizer	PPC-1+TRAIL kill	zfTRPN1 agonist	TNF necrop inh	Ba/F3 V617F tox	RBBP9 inhibitor	BaF3 tox	CHOP inhibitor
Cc1cc(Nc2ccccc2)nc(NCc2ccccc2)n1	2.1	-2	15	3.4	-6.8	9	-2	16	16
CCCN1C(=O)SC(CC(=O)Nc2ccccc2C)C1=O (configuration not stated)	0.0	-1	-4	0.0	0.5	0	-6	0	7
CC1CCC2(CC1)NC(=S)N(C(C)(C)C)N2 (configuration not stated)	0.5	-2	8	-0.2	1.4	3	-11	-3	-31
C=COCCNC(=O)Nc1ccc(Cl)cc1Cl	-0.8	3	-20	-0.9	2.7	-2	-7	5	35
CC(=O)N1CCN(c2nc(C)nc3sc4c(c23)CCC(C)C4)CC1 (configuration not stated)	-0.9	-1	4	0.6	-0.9	0	-10	8	19
Cc1sc2nc(SCC(=O)c3cccs3)n(Cc3ccco3)c(=O)c2c1C	0.0	-1	14	-0.4	0.9	-4	-3	2	-10
CC1(C)Cc2c(sc3nnn(CC(=O)Nc4ccccc4)c(=O)c23)CO1	0.7	1	18	1.2	1.6	-1	-1	-3	8
COc1ccc(NC(=O)C/C(C)=N/NC(=O)c2ccncc2)c([N+](=O)[O-])c1	0.2	0	15	-0.1	-0.3	1	0	3	9
Cc1cc(/C=C(\C#N)C(=O)NCc2cccs2)c(C)[nH]1	-1.2	1	2	-2.3	3.2	2	-5	9	-2
Cc1cccc(NC(=O)Nc2nnc(-c3ccccc3)o2)c1	0.0	-1	26	0.0	1.6	3	-5	2	-9
C/C(=N\N=C1\NC(=O)C(CC(=O)NCc2ccccc2)S1)C(C)C (configuration not stated)	0.8	-2	4	2.2	0.5	2	2	8	17
COc1cc(NC(=O)CN2c3ccccc3CC2C)cc(OC)c1OC (configuration not stated)	0.3	3	4	0.7	1.4	1	6	5	12

Some entries already given, reduced to BaF3 tox and Ba/F3 V617F tox:
SMILES | BaF3 tox | Ba/F3 V617F tox
Cc1cc(Nc2ccccc2)nc(NCc2ccccc2)n1 | 16 | 9
CCCN1C(=O)SC(CC(=O)Nc2ccccc2C)C1=O (configuration not stated) | 0 | 0

Outcome played no part in choosing rows; any-hit rate near 6.8%.
